Compound activity from PubChem.
aDG glyco act = alpha-DG glycosylation activation; actives 0.22% (n = 360,000); Pro5-aDG cells, alpha-DG glycosylation AlphaScreen (IIH6); 0% Pro5, 100% B10-LARGE cell signal; activation, % at 10 µM;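 active = activation of at least 8% versus controls, or a plate z-score of at least 8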;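 also: Pro5 are CHO cells carrying HIG-tagged alpha-DG that lacks glycosylation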
MC4R barr agon = human MC4R agonism via beta-arrestin. P32245. U2OS MC4R beta-arrestin complementation, luminescence; percent of melanotan II response, DMSO zero. activation, % at 8.9 µM. actives 0.98% (n = 360,000);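 active = activation above a per-plate cutoff, the mean activation of sample wells on that plate plus 3 SD, cut at about 8% in these data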
CaV13 ICDI inh = Primary screen for inhibitors of IQ motif and Ca2+-dependent inactivation inhibitor domain binding in CACNA1D, Förster resonance energy transfer in living cells, …; HEK cells, CFP/YFP FRET ICDI-IQ, plate reader, 10 min; percent FRET-ratio fall versus neutral wells; inhibition, % at 12.3 µM; actives 0.098% (n = 340,000);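 active = mean replicate inhibition of at least 30% and at least 1% of replicates passing that level; inconclusive = only one of the two criteria is met; inactive = neither criterion is met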;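 also: 0% = median of the neutral control wells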
MC4R antag cAMP = blocks human MC4R cAMP signaling. actives 0.48% (n = 360,000). P32245. inhibition, % at 6.5 µM. MC4R-expressing cells, MTII-stimulated cAMP, LANCE TR-FRET;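 active = inhibition above its plate's cutoff, the mean of tested wells on that plate plus 3 SD, cut at about 29% in these data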;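 also: 0% = Melanotan II alone and 100% = Melanotan II plus saturating MCL0020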
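Assay system: U2OS-MC4R stable cell line; Also added: Melanotan II; Technique: Eu-cAMP/anti-cAMP TR-FRET, emission 671 nm; Times: 30-min compound, 1-h challenge, 1-h detection, room temperature.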
Vif inh = HIV Vif inhibition; HEK293T cells, Vif self-association by quenched fluorescence, imaging, 24 h; inhibition, % at 7.49 µM; actives 0.35% (n = 340,000); in the data active = inhibition above about 50%, passing the limit was not always enough; inconclusive = no clear call, values can overlap the other calls; inactive = below about 31%; also: some results filed as inactive read as strong as hits
H9c2 protect = myocardial damage modulation in H9c2 cells; protection from H2O2 cell death, % at 20 µM; H9c2 cardiomyocytes, H2O2 injury protection, ATPLite, 2 h; actives 0.63% (n = 360,000);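 active = compounds giving at least 50% protection of heart cells from peroxide-induced death in the single-dose screen, raw or plate-pattern-corrected value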;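 also: 0% = DMSO wells with peroxide and 100% = DMSO wells without peroxide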
ABCB6 inh 2 = human ABCB6 transporter inhibition; fluorescence ratio to DMSO, % at 10 µM; Q9NP58; K562-ABCB6 porphyrin accumulation, flow cytometry, 1 h; stronger effect = lower value; actives 0.19% (n = 360,000);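 active = fluorescence ratio to DMSO below 75%, the collection mean minus 3 SD; inconclusive = too few cells collected in the well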;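 also: signal is porphyrin accumulated inside mitochondria; 100% equals median channel fluorescence of DMSO control wells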
Target sequence (Q9NP58 whole entry, looked up): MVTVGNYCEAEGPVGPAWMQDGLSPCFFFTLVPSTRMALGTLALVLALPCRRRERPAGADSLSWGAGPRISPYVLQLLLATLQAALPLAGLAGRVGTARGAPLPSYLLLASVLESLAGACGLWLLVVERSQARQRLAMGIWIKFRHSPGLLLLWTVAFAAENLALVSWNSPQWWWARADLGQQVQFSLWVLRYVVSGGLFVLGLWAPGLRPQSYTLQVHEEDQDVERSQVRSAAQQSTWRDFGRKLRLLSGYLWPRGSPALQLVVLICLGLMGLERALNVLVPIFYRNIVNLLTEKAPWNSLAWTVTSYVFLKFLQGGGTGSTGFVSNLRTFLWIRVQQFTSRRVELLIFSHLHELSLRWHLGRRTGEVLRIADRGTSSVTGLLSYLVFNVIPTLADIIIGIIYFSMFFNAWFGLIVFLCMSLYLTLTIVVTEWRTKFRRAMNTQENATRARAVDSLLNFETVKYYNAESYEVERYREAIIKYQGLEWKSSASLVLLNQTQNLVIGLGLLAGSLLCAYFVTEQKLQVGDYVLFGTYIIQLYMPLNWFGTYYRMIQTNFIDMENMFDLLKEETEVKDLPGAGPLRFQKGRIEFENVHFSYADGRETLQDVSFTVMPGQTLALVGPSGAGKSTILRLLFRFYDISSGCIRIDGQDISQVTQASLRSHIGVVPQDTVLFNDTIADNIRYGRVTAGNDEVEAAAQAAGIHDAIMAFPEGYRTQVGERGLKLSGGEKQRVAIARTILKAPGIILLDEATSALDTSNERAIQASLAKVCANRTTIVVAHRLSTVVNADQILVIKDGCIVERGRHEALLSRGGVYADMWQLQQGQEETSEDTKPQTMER
m5-HT2A agonist = agonists of mouse serotonin 5-HT2A receptor (HTR2A); P35363; actives 0.66% (n = 360,000); activation, % at 7.6 µM; CHO-K1 mHTR2A beta-arrestin complementation, luminescence; percent of 30 µM serotonin response;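 active = activation above a run cutoff, the mean activation of all tested compounds plus 3 SD, cut at about 14% in these data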;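 also: 0% = plate median of compound wells and 100% = 30 µM serotonin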
PDI inh = inhibitors of human protein disulfide isomerase; P07237; PDI insulin aggregation turbidity, A650, 90 min; inhibition, % at 10 µM; actives 0.052% (n = 350,000); AID 588391;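 active = mean inhibition across replicates of 30% or more, whatever share of single replicates reach that level; inconclusive = mean inhibition below 30% while every single replicate reaches 30%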;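 also: absorbance from insulin aggregation driven by PDI reduction with DTT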
N-glyco inh = N-linked glycosylation inhibition; reporter increase, % at 12.5 µM; D54 ERlucT glycosylation luciferase reporter, 24 h; percent of 100 nM tunicamycin response; actives 0.23% (n = 360,000);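 active = mean luciferase reporter signal, scaled so untreated is 0 and the glycosylation-blocking control 100, at or above a set limit in every replicate; inconclusive = mean reaches the limit but not every replicate does; inactive = mean below the limit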;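 also: luciferase carries N-glycosylation sites so blocking glycosylation raises the light; 0% = median of neutral control wells and 100% = median of 100 nM tunicamycin wells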
The depositor's hits bear a star; ? = inconclusive.

Fields – aDG glyco act | MC4R barr agon | CaV13 ICDI inh | MC4R antag cAMP | Vif inh | H9c2 protect | ABCB6 inh 2 | m5-HT2A agonist | PDI inh | N-glyco inh
CCCCN1C(=O)C(CC(=O)NCCCN(C)C)CC(C(=O)N2CCOCC2)=C1C (stereo not drawn)
    0.8 | 0.6 | -3 | 2 | -7 | 9 | 107 | 1 | 0 | 1
O=C(Nc1ccccc1N1CCOCC1)C1CCN(S(=O)(=O)c2ccc(F)cc2)CC1
    -0.5 | 1.8 | -5 | -8 | 4 | 3 | 95 | 0 | -5 | 4
COc1cc2c3c(c1)/C(=C1/SC(NC(C)=O)=NC1=O)C(=O)N3C(C)(C)C=C2C
    0.0 | -3.2 | -3 | 4 | 5 | 8 | 85 | 0 | -2 | 2
COc1ccccc1Cn1c(=S)[nH]c2cc(C(=O)NC(C)C)ccc2c1=O
    0.0 | -0.4 | -4 | 10 | -15 | -1 | 97 | 11 | 1 | 2
O=C(NCc1ccc2c(c1)CCO2)Nc1ccccc1
    0.0 | 1.8 | -4 | 0 | -3 | -9 | 96 | -1 | 1 | -3
O=C1OCCN1C(=O)[C@H]1[C@H](c2ccc(Cl)cc2)C(c2cccc(Cl)c2)=NN1c1ccc(Br)cc1
    1.3 | -1.4 | -7 | 9 | 7 | 12 | 95 | 4 | -7 | 0
COc1ccc2[nH]c3c(c2c1)CCN1C(=O)C(CC(=O)NCCCn2ccnc2)C[C@H](C(=O)N2CCOCC2)[C@@]31CCC1CCCC1 (stereo partly drawn)
    1.3 | 0.9 | -7 | 6 | -1 | 5 | 102 | 3 | -1 | 0
CCN(CC(=O)Nc1ccc(NC(C)=O)cc1)C(=O)c1sc2nc3n(c(=O)c2c1C)CCC3
    -0.1 | -0.1 | -3 | 0 | 15 | -6 | 96 | -5 | -13 | 1
CCn1c(SCC(=O)NC2CC2)nnc1-c1ccc(F)cc1
    0.2 | -0.6 | -6 | 1 | -2 | -3 | 99 | 5 | -7 | -1
Cc1cc(C(=O)NCc2ccco2)no1
    0.0 | 0.4 | -6 | 3 | 1 | 2 | 94 | -2 | 1 | 0
O=C(O)CCNS(=O)(=O)c1cccc2nsnc12
    -0.1 | -1.9 | -5 | -7 | 15 | -1 | 104 | -1 | 0 | 3
O=C(CN(Cc1ccccc1)C(=O)c1csnn1)NCc1ccc2c(c1)OCO2
    0.0 | -0.2 | -5 | 7 | -8 | 2 | 97 | 3 | -6 | 0
O=C(O)CC1S/C(=N\N=C2\C(=O)Nc3ccccc32)N(c2ccc(O)cc2)C1=O (stereo not drawn)
    -0.1 | 0.5 | -5 | 6 | -18 | 3 | 100 | 0 | -2 | -1
O=C(Oc1nsnc1N1CCOCC1)N1CCOCC1
    -0.1 | -0.3 | -7 | 9 | ? | -8 | 93 | 2 | -4 | 0
CSc1ccccc1NC(=O)C1=COCCO1
    0.1 | -3.1 | -10 | 2 | -5 | -3 | 97 | 5 | -12 | 1
CN1CCN(c2ccc(NC(=O)c3cc([N+](=O)[O-])ccc3N3CCOCC3)cc2)CC1
    0.0 | -2.5 | -7 | 8 | 6 | 0 | 104 | 7 | -2 | -3
CSc1ccccc1OCc1cc(C(=O)N2CCC(Oc3cccnc3)CC2)no1
    0.6 | -1.9 | -7 | -7 | -4 | -9 | 92 | -2 | -68 | 1
O=C(OC(C(=O)Nc1ccc(Cl)cc1C(F)(F)F)c1ccccc1)C1=COCCO1 (stereo not drawn)
    0.1 | 0.8 | -8 | 11 | -11 | 2 | 99 | -3 | -1 | -2
COc1ccc2c(c1OC)C(=O)N(c1ccc(C)cc1)C2
    -0.2 | 0.4 | -18 | 3 | -12 | -11 | 94 | -2 | 2 | -5
Cc1ccc2c(=O)cc(C(=O)Nc3ccc(S(=O)(=O)Nc4onc(C)c4C)cc3)oc2c1
    -0.2 | -2.0 | -3 | 3 | -14 | -2 | 105 | -1 | 12 | 4

13 of these compounds, reformatted.
| structure | aDG glyco act | MC4R barr agon | CaV13 ICDI inh | MC4R antag cAMP | Vif inh | H9c2 protect | ABCB6 inh 2 | m5-HT2A agonist | PDI inh | N-glyco inh |
| --- | --- | --- | --- | --- | --- | --- | --- | --- | --- | --- |
| O=C1OCCN1C(=O)[C@H]1[C@H](c2ccc(Cl)cc2)C(c2cccc(Cl)c2)=NN1c1ccc(Br)cc1 | 1.3 | -1.4 | -7 | 9 | 7 | 12 | 95 | 4 | -7 | 0 |
| COc1ccc2[nH]c3c(c2c1)CCN1C(=O)C(CC(=O)NCCCn2ccnc2)C[C@H](C(=O)N2CCOCC2)[C@@]31CCC1CCCC1 (stereo partly drawn) | 1.3 | 0.9 | -7 | 6 | -1 | 5 | 102 | 3 | -1 | 0 |
| CCN(CC(=O)Nc1ccc(NC(C)=O)cc1)C(=O)c1sc2nc3n(c(=O)c2c1C)CCC3 | -0.1 | -0.1 | -3 | 0 | 15 | -6 | 96 | -5 | -13 | 1 |
| CCn1c(SCC(=O)NC2CC2)nnc1-c1ccc(F)cc1 | 0.2 | -0.6 | -6 | 1 | -2 | -3 | 99 | 5 | -7 | -1 |
| Cc1cc(C(=O)NCc2ccco2)no1 | 0.0 | 0.4 | -6 | 3 | 1 | 2 | 94 | -2 | 1 | 0 |
| O=C(O)CCNS(=O)(=O)c1cccc2nsnc12 | -0.1 | -1.9 | -5 | -7 | 15 | -1 | 104 | -1 | 0 | 3 |
| O=C(CN(Cc1ccccc1)C(=O)c1csnn1)NCc1ccc2c(c1)OCO2 | 0.0 | -0.2 | -5 | 7 | -8 | 2 | 97 | 3 | -6 | 0 |
| O=C(O)CC1S/C(=N\N=C2\C(=O)Nc3ccccc32)N(c2ccc(O)cc2)C1=O (stereo not drawn) | -0.1 | 0.5 | -5 | 6 | -18 | 3 | 100 | 0 | -2 | -1 |
| O=C(Oc1nsnc1N1CCOCC1)N1CCOCC1 | -0.1 | -0.3 | -7 | 9 | ? | -8 | 93 | 2 | -4 | 0 |
| CSc1ccccc1NC(=O)C1=COCCO1 | 0.1 | -3.1 | -10 | 2 | -5 | -3 | 97 | 5 | -12 | 1 |
| CN1CCN(c2ccc(NC(=O)c3cc([N+](=O)[O-])ccc3N3CCOCC3)cc2)CC1 | 0.0 | -2.5 | -7 | 8 | 6 | 0 | 104 | 7 | -2 | -3 |
| CSc1ccccc1OCc1cc(C(=O)N2CCC(Oc3cccnc3)CC2)no1 | 0.6 | -1.9 | -7 | -7 | -4 | -9 | 92 | -2 | -68 | 1 |
| O=C(OC(C(=O)Nc1ccc(Cl)cc1C(F)(F)F)c1ccccc1)C1=COCCO1 (stereo not drawn) | 0.1 | 0.8 | -8 | 11 | -11 | 2 | 99 | -3 | -1 | -2 |

Two entries from above, tab-delimited:
Compound	aDG glyco act	MC4R barr agon	CaV13 ICDI inh	MC4R antag cAMP	Vif inh	H9c2 protect	ABCB6 inh 2	m5-HT2A agonist	PDI inh	N-glyco inh
O=C1OCCN1C(=O)[C@H]1[C@H](c2ccc(Cl)cc2)C(c2cccc(Cl)c2)=NN1c1ccc(Br)cc1	1.3	-1.4	-7	9	7	12	95	4	-7	0
CN1CCN(c2ccc(NC(=O)c3cc([N+](=O)[O-])ccc3N3CCOCC3)cc2)CC1	0.0	-2.5	-7	8	6	0	104	7	-2	-3

Further entries
Fields – aDG glyco act | MC4R barr agon | CaV13 ICDI inh | MC4R antag cAMP | Vif inh | H9c2 protect | ABCB6 inh 2 | m5-HT2A agonist | PDI inh | N-glyco inh
COc1ccc(NS(=O)(=O)c2cccc(C(=O)NCC3(N4CCCCC4)CCCCC3)c2)cc1
    0.3 | -1.1 | -2 | 9 | -2 | 0 | 98 | -5 | -3 | -7
N#C/C(=C/c1ccc(-c2ccc(S(N)(=O)=O)cc2)o1)C(=O)Nc1ccccc1
    -0.3 | 3.4 | -5 | 1 | 21 | 23 | 101 | -2 | 6 | 3
NC(=O)NOCc1c(Cl)cccc1Cl
    -0.2 | -1.0 | -5 | 13 | 5 | 4 | 99 | 2 | 4 | 0
CCOC(=O)c1ccc(NNC(=O)CC)c([N+](=O)[O-])c1
    0.0 | 0.5 | -5 | 3 | -6 | 5 | 100 | 2 | 2 | 2
